# AddAB inh: growth inhibition of E. coli expressing H. pylori AddAB, primary screen, AddAB inhibitor project, absorbance. inhibition, % at 11.9 µM. hit rate 0.29% among 330,000; in the data active = inhibition above about 12%;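 note: 0% = vehicle wells of infected cells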
# Tat transport: E. coli Tat export inhibitors, primary screen, MC4100, TorA-mCherry reporter, fluorescence, single point; AID 488895, 2010; inhibition, % at 10 µM; hit rate 0.036% among 340,000;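 active = mean replicate inhibition at least 50% and at least half of replicates individually reaching 50%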;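 note: exported cargo escapes ClpAP degradation while cytoplasmic cargo is degraded and loses fluorescence; 0% = median of neutral control wells and 100% = median of NaSCN control wells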
# MITF TRPM1 HTS: activators of MITF-driven TRPM1 promoter reporter, primary screen, cell-based, SK-MEL-5, luciferase, single point | SK-MEL-5 TRPM1-promoter luciferase, 24 h; % of positive control, neutral wells = 0 | activation, % at 12.5 µM | hit rate 0.75% among 300,000;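 active = mean activation of at least 80% with every replicate also reaching 80%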;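 note: 0% = neutral control wells and 100% = parthenolide positive control wells; values of inactives mirror those of a sister screen read the other way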
# CAL PDZ FP-1: untagged CAL PDZ binding inhibitors, primary screen, biochemical, fluorescence polarization, HTS; Golgi-associated PDZ and coiled-coil motif-containing protein (Homo sapiens), Q9HD26; purified CAL PDZ, TMR-peptide fluorescence polarization, 1 h; inhibition, % at 24.9 µM; hit rate 0.92% among 300,000; AID 602252, 2012;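 active = mean inhibition of at least 30% with at least half of replicates also reaching 30%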;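 note: 0% = DMSO neutral control and 100% = excess unlabeled competitor peptide PRC23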
# SR-BI uptake up: activators of SR-BI mediated DiI-HDL uptake, primary screen, ldlA[mSR-BI] CHO cells, DiI fluorescence | 3 h; 100 = double the neutral-control signal | activation, % at 12.5 µM | hit rate 0.096% among 320,000;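 active = mean replicate activation of at least 60% and every replicate at or above 60%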;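 note: 0% = median plate neutral-control signal and 100% = twice that signal; values of inactives mirror those of a sister screen read the other way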
#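 system = CHO ldlA[mSR-BI] cells, LDL receptor-null, SR-BI overexpressing | medium = Ham's F12 with 0.5% BSA, HEPES 25 mM, pH 7.4 | probe or stimulus = DiI-HDL 10 µg/mL | compound dosing = single-point compound dose | incubation = compound exposure 3 h, 37 °C | technique = DiI fluorescence, bottom read | read-out = cell-associated DiI fluorescence as measure of HDL uptake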
# phage Ecoli inh: growth loss of phage-infected E. coli, primary screen, RecBCD inhibitor project, absorbance, with phage, HTS; inhibition, % at 11.9 µM; hit rate 0.26% among 360,000; AID 651602, 2012; in the data active = inhibition above about 11%
# Wnt bcat act: Wnt/beta-catenin pathway activators, primary screen, cell-based, plate reader, single point; Wnt/beta-catenin reporter cell assay, activator; activation, % at 9.35 µM; hit rate 1.2% among 300,000; in the data active = activation above about 30%, passing the limit was not always enough;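 note: 0% = neutral control wells and 100% = positive control wells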
# SR-BI DiI inh: inhibitors of SR-BI mediated HDL lipid uptake, primary screen, ldlA[mSR-BI] cells, fluorescence, single point. inhibition, % at 12.5 µM. ldlA[mSR-BI] CHO cells, DiI-HDL uptake fluorescence, 3 h. hit rate 0.96% among 320,000;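 active = mean replicate inhibition of at least 70% and a set share of replicates each scoring 70 or more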;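 note: 0% = median of neutral control wells and 100% = median of positive control wells; values of inactives mirror those of a sister screen read the other way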
# Target sequence (Q61009 whole entry, looked up): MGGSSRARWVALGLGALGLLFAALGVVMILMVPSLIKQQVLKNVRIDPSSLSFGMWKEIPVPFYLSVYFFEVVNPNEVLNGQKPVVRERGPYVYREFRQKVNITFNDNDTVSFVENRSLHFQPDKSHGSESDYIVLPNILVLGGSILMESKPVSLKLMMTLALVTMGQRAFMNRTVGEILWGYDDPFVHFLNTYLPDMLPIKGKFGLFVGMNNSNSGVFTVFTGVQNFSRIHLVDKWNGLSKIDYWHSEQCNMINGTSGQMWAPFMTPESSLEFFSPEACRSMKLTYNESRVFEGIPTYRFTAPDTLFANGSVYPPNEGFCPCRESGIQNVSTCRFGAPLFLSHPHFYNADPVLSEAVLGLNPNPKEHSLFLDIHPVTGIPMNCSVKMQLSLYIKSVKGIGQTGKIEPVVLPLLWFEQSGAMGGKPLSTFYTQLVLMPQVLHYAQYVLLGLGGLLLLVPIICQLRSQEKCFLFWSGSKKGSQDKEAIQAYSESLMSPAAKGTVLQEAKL
# CAL PDZ FP-2: CAL PDZ peptide-binding inhibitors, primary screen, biochemical, fluorescence polarization, Cer-tagged CAL PDZ, HTS; Golgi-associated PDZ and coiled-coil motif-containing protein (Homo sapiens), Q9HD26; purified CAL PDZ, TMR-peptide fluorescence polarization, 1 h; inhibition, % at 20 µM; hit rate 0.02% among 330,000; AID 504414, 2011;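 active = highest replicate inhibition of at least 40%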;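 note: plate controls were DMSO neutral control wells for no effect and unlabeled competitor peptide control wells for full effect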
#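 material = purified tagged CAL PDZ domain construct (CerCALP) | compound dosing = 20 µM, one dose | times = 1 h at RT | measured by = fluorescence polarization from S- and P-plane intensities, G-factor corrected | read-out = inhibition from polarization loss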
# E coli growth: E. coli V3065 growth inhibition, primary screen, counter-screen for AddAB inhibitor project, absorbance, OD600 | hit rate 0.27% among 330,000 | inhibition, % at 11.9 µM | AID 449728, 2010 | 18 h;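 active = inhibition above the campaign's mean inhibition across all tested compounds plus 3 SD, cut at about 9.9% in these data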;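 note: uninfected addAB+ strain grown without phage in ampicillin broth; 0% = DMSO wells and 100% = ciprofloxacin 0.95 µg/ml wells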
# Active calls of the source: *; x = not tested or not shown.
Molecule	AddAB inh	Tat transport	MITF TRPM1 HTS	CAL PDZ FP-1	SR-BI uptake up	phage Ecoli inh	Wnt bcat act	SR-BI DiI inh	CAL PDZ FP-2	E coli growth
O=C(CN1C(=O)CSc2ccccc21)NCCC1=CCCCC1	3.0	-2.9	-0.2	-2.8	-9.9	-0.4	-1.8	9.9	-1.8	1.4
COc1cc(CNCCCN2CCOCC2)c(Br)cc1OC(C)C	x	-6.2	x	-1.0	13.9	0.5	-1.0	-13.9	0.0	x
COc1cc(NC(=S)NCCCN2CCOCC2)cc(OC)c1OC	-0.9	25.4	0.6	2.9	13.8	3.4	-6.2	-13.8	-2.6	2.7
Cc1cc(/C=N/NC(N)=O)c(C)n1C1CCCCC1	3.3	0.5	4.2	0.8	3.5	-0.9	-0.9	-3.5	-1.5	-2.6
OC[C@H]1O[C@@H](n2cnc3c(NC4CCCC4)nc(Cl)nc32)[C@H](O)[C@@H]1O	-1.3	4.3	10.4	-4.6	-0.4	4.2	6.7	0.4	-1.4	-0.8
O=C(C1=C(O)C(=O)N(CCCn2ccnc2)C1c1ccc(F)cc1)c1ccco1 (centres undefined)	1.3	-6.0	-4.9	1.3	14.1	1.0	-2.2	-14.1	-1.1	-2.0
COc1ccc(CC(=O)NNC(=O)CN(C)S(=O)(=O)c2ccc(Cl)cc2)cc1OC	-2.1	5.8	-1.3	-2.9	7.8	2.9	-0.8	-7.8	-0.3	-1.2
CC(NC(=O)/C(=C\c1cccc([N+](=O)[O-])c1)NC(=O)c1ccco1)C(=O)O (centres undefined)	0.8	4.2	-7.7	-3.2	-5.7	0.8	-6.2	5.7	-3.4	1.1

# (further entries)
Molecule	AddAB inh	Tat transport	MITF TRPM1 HTS	CAL PDZ FP-1	SR-BI uptake up	phage Ecoli inh	Wnt bcat act	SR-BI DiI inh	CAL PDZ FP-2	E coli growth
O=C(c1ccco1)N1CCN(CC(O)Cn2c3ccccc3c3ccccc32)CC1 (centres undefined)	4.6	-3.4	x	-1.9	2.1	2.4	-2.7	-2.1	-5.1	-2.0
CCOc1ccc(OCc2cccc(C(=O)N/N=C/c3cccnc3)c2)cc1	1.2	-1.1	-58.7	-5.6	-38.6	2.0	16.4	38.6	-4.6	-1.7
COc1cc(NC(=O)CCc2nnc3ccc(N4CCN(c5cccc(OC)c5)CC4)nn23)cc(OC)c1	3.0	-12.1	17.0	5.7	-9.0	-0.2	-0.9	9.0	0.0	0.2
Cc1ccc2cc(C#N)c(N3CCCN(S(=O)(=O)c4ccc(F)cc4)CC3)nc2c1	2.5	-2.3	-5.3	-1.6	18.2	2.0	-1.4	-18.2	-3.0	0.2
Cc1cc(C)c2[nH]c(C(=O)Nc3ccc4c(c3)OCO4)cc2c1	-0.7	5.2	x	1.6	x	2.9	-1.7	x	-3.1	-2.3
COc1cccc(C2(O)CCN(C(=O)c3cccs3)CC2)c1	0.2	-5.2	-5.2	-17.7	3.6	2.0	-4.0	-3.6	x	-1.3
C=CC(=O)OCCOCCOCCOCCOC(=O)C=C	-0.8	-4.7	-9.1	-4.5	1.4	-0.1	-0.8	-1.4	-1.4	-1.6
C=CCOC(=O)CCCCCCCC	1.7	-2.6	4.8	-5.3	2.6	2.6	-0.6	-2.6	0.0	-3.4

# Other compounds follow.
Molecule	AddAB inh	Tat transport	MITF TRPM1 HTS	CAL PDZ FP-1	SR-BI uptake up	phage Ecoli inh	Wnt bcat act	SR-BI DiI inh	CAL PDZ FP-2	E coli growth
CCC(=O)NCC(c1ccco1)N1CCN(c2ccc(OC)cc2)CC1 (centres undefined)	-0.7	-5.9	9.1	-4.4	x	2.4	-1.5	x	-1.1	-2.8
Cc1ccc(C)c(NC(=O)CSc2n[nH]c(-c3ccccn3)n2)c1	-1.1	-4.3	-20.5	x	x	-3.9	-3.3	x	-0.3	-2.0
Cc1sc(NC(=O)c2ccco2)c(C(c2cccnc2)N2CCC(C)CC2)c1C (centres undefined)	-0.1	23.2	-30.5	42.8*	1.5	3.0	2.3	-1.5	-0.3	-1.5
Cc1c(C(=O)NCc2ccccn2)oc2ccc(S(=O)(=O)N3CCOCC3)cc12	0.8	-6.9	x	-1.7	-2.9	-0.5	-0.7	2.9	-0.8	0.3
COC(=O)c1sccc1NC(=O)Nc1ccc(OC)cc1OC	-0.1	-0.4	-22.5	x	-64.2	2.2	-2.1	64.2	0.3	2.6
Cc1ccc(C(=O)N2CCN(c3ncccn3)CC2)cc1NC1=NC2CS(=O)(=O)CC2S1 (centres undefined)	2.7	-4.7	x	x	7.7	0.5	-0.7	-7.7	-0.4	1.8
CC(C)Cc1nnc(NC(=O)CCc2c[nH]c3ccccc23)s1	2.0	2.7	-1.2	-2.7	6.8	-2.7	-3.0	-6.8	-0.7	-1.8
CC(C)C(=O)Nc1ccc(C(=O)NNC(=O)CCc2ccccc2)cc1	4.4	-6.3	-1.2	-2.7	-2.0	4.0	-0.4	2.0	-0.7	1.0

# Additional entries
Molecule	AddAB inh	Tat transport	MITF TRPM1 HTS	CAL PDZ FP-1	SR-BI uptake up	phage Ecoli inh	Wnt bcat act	SR-BI DiI inh	CAL PDZ FP-2	E coli growth
CCCc1ccc(OCC(=O)O)cc1	0.4	4.8	-8.8	-0.8	24.7	0.9	x	-24.6	0.1	2.8
Cn1nccc1C(=O)OCC(=O)Nc1ccccc1	x	0.7	-0.5	-4.9	18.5	-0.1	2.4	-18.5	-4.1	x
Cc1cc(NC(=O)c2ccc([N+](=O)[O-])cc2)n(CCC#N)n1	2.9	-0.6	x	0.1	x	0.0	-1.2	x	-1.4	1.8
COc1ccc(S(=O)(=O)Nc2cc(C)ccn2)cc1OC	-0.4	6.0	6.5	-2.1	31.2	2.0	-0.9	-31.2	-2.5	-2.0
COc1ccccc1C1CC(c2ccc(NS(C)(=O)=O)cc2)=NN1S(=O)(=O)c1ccccc1 (centres undefined)	1.8	3.0	0.5	x	7.4	2.7	-3.1	-7.4	-2.1	1.0
COc1ccc(S(=O)(=O)N2CCOC2CNC(=O)C(=O)NCCN2CCOCC2)cc1 (centres undefined)	1.4	7.0	2.3	-0.4	20.5	2.8	1.1	-20.5	-1.5	3.1
COc1ccccc1OCCOCCOc1ccc(C)cc1Br	2.7	9.4	13.7	-3.1	-14.7	3.0	-4.3	14.7	-0.7	2.2
CCN(CC)C(=O)CSc1nc2nc(C)cc(C)c2c(=O)[nH]1	0.2	4.5	-11.9	-3.8	30.6	1.5	x	-30.6	-0.1	-0.4

# The closing 2 compounds of the part before are carried over, then new ones follow:
Molecule	AddAB inh	Tat transport	MITF TRPM1 HTS	CAL PDZ FP-1	SR-BI uptake up	phage Ecoli inh	Wnt bcat act	SR-BI DiI inh	CAL PDZ FP-2	E coli growth
COc1ccccc1OCCOCCOc1ccc(C)cc1Br	2.7	9.4	13.7	-3.1	-14.7	3.0	-4.3	14.7	-0.7	2.2
CCN(CC)C(=O)CSc1nc2nc(C)cc(C)c2c(=O)[nH]1	0.2	4.5	-11.9	-3.8	30.6	1.5	x	-30.6	-0.1	-0.4
Cc1cccc(NC(=O)c2nc[nH]c2C(=O)NCc2ccccc2)c1	-2.5	4.7	10.6	1.5	-1.5	0.7	-2.0	1.5	-1.0	-2.4
COCCNC(=O)COC(=O)c1cc(-c2ccc(OC)cc2)nc2ccccc12	1.7	3.9	7.2	-3.7	-25.3	5.8	2.5	25.3	-2.1	-0.7
COC(=O)c1cccc(NC(=O)CN2CCC(NC(=O)c3cc(OC)c(OC)c(OC)c3)CC2)c1	2.4	-1.4	7.0	0.1	-39.2	1.9	-7.4	39.2	-1.2	0.2
CC(C)c1ccc(/C=C/C(=O)NC(=S)Nc2ccc(CN3CCOCC3)cc2)cc1	4.3	9.9	-12.6	-1.7	-46.3	4.7	-0.7	46.3	-2.7	-2.6
CC1(C)CC(=O)C=C(Nc2ccc(Cl)c(Br)c2)C1	-0.6	-5.2	x	-4.7	-0.2	3.3	0.4	0.2	-3.1	-0.9
COC(=O)c1ccc(Nc2ccc3nonc3c2[N+](=O)[O-])cc1	2.3	-0.8	x	2.8	21.8	2.1	-2.8	-21.8	1.5	-5.2
CC(=O)c1ccc(NCC2COc3ccccc3O2)c([N+](=O)[O-])c1 (centres undefined)	1.8	-6.2	64.4	-18.8	-21.4	3.8	76.0*	21.4	-2.2	-0.6
COC(=O)C1=C(C(=O)c2ccccc2)C(c2ccccc2)n2nnnc2N1 (centres undefined)	0.2	-5.3	28.5	21.0	14.2	4.7	3.1	-14.2	-2.0	-0.8

# Next part:
Molecule	AddAB inh	Tat transport	MITF TRPM1 HTS	CAL PDZ FP-1	SR-BI uptake up	phage Ecoli inh	Wnt bcat act	SR-BI DiI inh	CAL PDZ FP-2	E coli growth
COCCn1c(SCC(=O)c2c(-c3ccccc3)n(C)c3ccccc23)nnc1-c1ccncc1	5.9	0.2	-1.1	-3.9	-66.8	3.6	x	66.8	-0.9	-0.3
COc1ccc(C(=O)Nc2nc(CC(=O)NCc3ccc(F)cc3)cs2)cc1	3.2	5.3	19.8	-1.8	-61.4	5.5	10.8	61.4	-1.8	-0.7
CC(=O)c1c(C)[nH]c(C(=O)OCCOc2ccccc2)c1C	1.7	0.8	-12.0	-1.1	-28.8	2.1	17.8	28.8	-0.1	0.6
O=[N+]([O-])c1ccccc1/C=C/CN1CCSCC1	2.0	0.5	x	-2.8	8.7	9.8	-2.8	-8.7	0.7	0.9
Cc1ccc(NC(=O)COC(=O)CN2C(=O)c3ccccc3C2=O)cc1S(=O)(=O)N(C)C	-0.8	7.2	0.4	-2.9	5.9	0.5	-0.1	-5.9	-0.8	0.4
O=C(CNC(=O)c1ccc(F)cc1)N/N=C/c1ccc(O)c([N+](=O)[O-])c1	-1.3	-2.2	2.1	-6.4	-1.6	2.7	-1.5	1.6	-0.4	-0.1
O=C1/C(=C/c2ccc3c(c2)OCO3)Oc2cc(OCC(=O)N3CC(O)C[C@H]3C(=O)O)ccc21 (some centres undefined)	4.9	-8.2	-3.0	-3.9	-2.4	x	x	2.4	-3.4	1.7
COc1cccc(NC(=O)c2ccc(S(=O)(=O)NCc3cccnc3)cc2)c1	0.4	3.0	-16.2	-5.5	-30.0	0.5	0.1	30.0	-3.1	0.5
NC(=O)[C@@H]1CCCN1C(=O)c1ccc2oc(CCc3ccccc3)nc2c1	x	2.8	10.9	1.7	12.2	-0.2	14.8	-12.2	0.2	x
O=C(CN1C(=O)c2cccnc2Oc2ccc(Cl)cc21)N1CCOCC1	0.4	1.0	-0.5	0.2	0.5	1.7	-3.1	-0.5	-0.6	1.4
Cn1c(CSCc2ccc(F)cc2)nnc1SCC(=O)Nc1nccs1	2.0	-7.2	x	-1.9	x	4.0	x	x	-3.0	0.7

# Screening results deposited in PubChem BioAssay by several laboratories.
